Source: PubChem BioAssay (several laboratories)
MC4R antag cAMP = antagonists of human melanocortin 4 receptor (MC4R) | P32245 | MC4R-expressing cells, MTII-stimulated cAMP, LANCE TR-FRET | inhibition, % at 6.5 µM | 0.48% of 360,000 active | AID 540295;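 active = inhibition above its plate's cutoff, the mean of tested wells on that plate plus 3 SD, cut at about 29% in these data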;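 note: 0% = Melanotan II alone and 100% = Melanotan II plus saturating MCL0020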
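Assay system: U2OS-MC4R stable cell line; Also added: Melanotan II; Technique: Eu-cAMP/anti-cAMP TR-FRET, emission 671 nm; Times: 30-min compound, 1-h challenge, 1-h detection, room temperature.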
CaV13 ICDI inh = Primary screen for inhibitors of IQ motif and Ca2+-dependent inactivation inhibitor domain binding in CACNA1D, Förster resonance energy transfer in living cells, …; HEK cells, CFP/YFP FRET ICDI-IQ, plate reader, 10 min; percent FRET-ratio fall versus neutral wells; inhibition, % at 12.3 µM; 0.098% of 340,000 active; AID 743397;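 active = mean replicate inhibition of at least 30% and at least 1% of replicates passing that level; inconclusive = only one of the two criteria is met; inactive = neither criterion is met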;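 note: 0% = median of the neutral control wells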
ABCB6 inh 2 = inhibitors of human ABC transporter ABCB6. 0.19% of 360,000 active. AID 602162. Q9NP58. K562-ABCB6 porphyrin accumulation, flow cytometry, 1 h; hits give low values. fluorescence ratio to DMSO, % at 10 µM;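 active = fluorescence ratio to DMSO below 75%, the collection mean minus 3 SD; inconclusive = too few cells collected in the well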;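 note: signal is porphyrin accumulated inside mitochondria; 100% equals median channel fluorescence of DMSO control wells; lower ratio means ABCB6 inhibition with less porphyrin fluorescence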
Target sequence (Q9NP58 whole entry, looked up): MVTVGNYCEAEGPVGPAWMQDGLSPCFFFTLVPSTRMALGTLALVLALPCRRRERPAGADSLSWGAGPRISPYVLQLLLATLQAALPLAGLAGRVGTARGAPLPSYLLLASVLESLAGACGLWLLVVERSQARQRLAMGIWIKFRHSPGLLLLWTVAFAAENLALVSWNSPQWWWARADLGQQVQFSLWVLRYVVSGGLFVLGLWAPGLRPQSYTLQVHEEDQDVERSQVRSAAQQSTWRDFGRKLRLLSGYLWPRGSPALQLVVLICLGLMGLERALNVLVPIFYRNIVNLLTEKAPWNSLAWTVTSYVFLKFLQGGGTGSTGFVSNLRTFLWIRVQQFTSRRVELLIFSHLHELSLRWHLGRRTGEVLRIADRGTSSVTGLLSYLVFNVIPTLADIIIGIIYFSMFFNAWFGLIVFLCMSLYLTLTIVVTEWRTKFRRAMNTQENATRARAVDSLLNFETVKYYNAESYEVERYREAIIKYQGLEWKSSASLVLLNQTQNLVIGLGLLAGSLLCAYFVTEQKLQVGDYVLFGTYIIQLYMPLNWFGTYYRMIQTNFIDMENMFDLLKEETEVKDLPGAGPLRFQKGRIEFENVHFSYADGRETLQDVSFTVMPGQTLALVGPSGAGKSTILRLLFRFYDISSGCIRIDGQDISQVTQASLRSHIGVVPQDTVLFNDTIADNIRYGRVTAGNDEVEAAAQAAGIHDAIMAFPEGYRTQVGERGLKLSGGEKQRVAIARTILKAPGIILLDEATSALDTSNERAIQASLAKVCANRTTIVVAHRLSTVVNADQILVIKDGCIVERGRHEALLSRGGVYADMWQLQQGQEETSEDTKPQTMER
PDI turbidity = inhibitors of human protein disulfide isomerase. inhibition, % at 10 µM. PDI insulin aggregation turbidity, A650, 90 min. P07237. 0.052% of 350,000 active;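 active = mean inhibition across replicates of 30% or more, whatever share of single replicates reach that level; inconclusive = mean inhibition below 30% while every single replicate reaches 30%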;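 note: absorbance from insulin aggregation driven by PDI reduction with DTT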
HTR2A ag = mouse HTR2A agonism via beta-arrestin recruitment; P35363; CHO-K1 mHTR2A beta-arrestin complementation, luminescence; percent of 30 µM serotonin response; activation, % at 7.6 µM; 0.66% of 360,000 active;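 active = activation above a run cutoff, the mean activation of all tested compounds plus 3 SD, cut at about 14% in these data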;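 note: 0% = plate median of compound wells and 100% = 30 µM serotonin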
Glyco luc inh = blocks N-linked glycosylation in D54 reporter cells; D54 ERlucT glycosylation luciferase reporter, 24 h; percent of 100 nM tunicamycin response; reporter increase, % at 12.5 µM; 0.23% of 360,000 active; AID 588692;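 active = mean luciferase reporter signal, scaled so untreated is 0 and the glycosylation-blocking control 100, at or above a set limit in every replicate; inconclusive = mean reaches the limit but not every replicate does; inactive = mean below the limit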;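 note: luciferase carries N-glycosylation sites so blocking glycosylation raises the light; 0% = median of neutral control wells and 100% = median of 100 nM tunicamycin wells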
MC4R barr agon = agonists of human melanocortin 4 receptor (MC4R) beta-arrestin. activation, % at 8.9 µM. 0.98% of 360,000 active. U2OS MC4R beta-arrestin complementation, luminescence; percent of melanotan II response, DMSO zero. P32245;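 active = activation above a per-plate cutoff, the mean activation of sample wells on that plate plus 3 SD, cut at about 8% in these data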
ABHD5 PLIN5 PPI = ABHD5-PLIN5 protein interaction inhibition; Q00G26+Q8WTS1; inhibition, % at 4 µM; Split G. princeps luciferase complementation, luminescence, 4 h; 0.78% of 360,000 active;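 active = inhibition above the mean inhibition across every tested compound plus 3 SD, cut at about 22% in these data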;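 note: 0% = DMSO only wells and the 100% control is not disclosed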
Cardio protect = modulators protecting cardiomyocytes from myocardial damage; protection from H2O2 cell death, % at 20 µM; 0.63% of 360,000 active; H9c2 cardiomyocytes, H2O2 injury protection, ATPLite, 2 h;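 active = compounds giving at least 50% protection of heart cells from peroxide-induced death in the single-dose screen, raw or plate-pattern-corrected value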;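 note: 0% = DMSO wells with peroxide and 100% = DMSO wells without peroxide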
Granule exo inh = blocks lytic granule exocytosis; TALL-104 LAMP-1 surface exposure, flow cytometry; cells stimulated with thapsigargin and PMA; inhibition, % at 10 µM; 0.66% of 360,000 active;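 active = inhibition above about 55%, limit read from the data; inconclusive = no clear call, values can overlap the other calls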
Active calls of the source: *; ? = inconclusive; . = not tested or not shown.

SMILES	MC4R antag cAMP	CaV13 ICDI inh	ABCB6 inh 2	PDI turbidity	HTR2A ag	Glyco luc inh	MC4R barr agon	ABHD5 PLIN5 PPI	Cardio protect	Granule exo inh
C=CCn1c(CNC(=O)c2cccs2)nnc1SCC(=O)Nc1ccc(C(=O)O)cc1	12	-5	97	-1	-1	4	-2.6	0	2	0
CCN(CC)S(=O)(=O)c1cc(C(=O)Nc2cccnc2Cl)ccc1Cl	-7	-7	92	-3	9	1	5.4	7	-2	4
O=C(CSc1ccc2c(c1)OCCO2)NCCc1ccc(Cl)cc1Cl	1	-2	97	12	-6	2	-0.8	-12	0	0
Cc1cc(NC(=O)/C=C/c2ccccc2Cl)n(-c2nc3ccccc3[nH]2)n1	1	-5	97	3	6	0	-2.3	1	-16	4
CN(C)CCSc1nc(-c2ccccc2)nc2c1CCCC2	0	-6	100	8	-7	-1	1.0	-5	-4	-6
CN(C(=O)c1cccc(NC(=O)Cc2cccc(NC(=O)C3CCN(C(=O)C4CCCCC4)CC3)c2)c1)C1CCC1	2	-8	102	-3	-4	0	-1.1	-3	-3	1
COc1ccc(-n2c(SCC(=O)Nc3ccccc3)nc3c(c2=O)SCC3)cc1	3	-7	96	0	2	2	-0.8	-8	-4	-6
COc1ccc(Oc2nc3ccccc3n3cccc23)cc1	3	-2	101	-5	6	-1	3.0	-4	-1	-6
Cc1nn(-c2cc(N3CCCCCC3)ccc2[N+](=O)[O-])c(=O)c2ccccc12	2	-9	90	-3	3	2	-2.3	5	5	-6
Cc1ccc(C(C)(C)C)c(OCCOCCN2CCCC2)c1	5	-5	102	-2	-6	-4	-2.8	-1	3	5
CC[C@]1(C(=O)OC)[C@H]2C(=O)N(C)C(=O)[C@H]2[C@H]2CN=C(SCc3ccc(C(=O)OC)cc3)N21	12	-4	101	-5	1	5	1.6	-1	2	-3
O=C(c1ccco1)N1CCN(Cc2cccnc2)CC1	7	.	99	-2	11	1	-1.7	4	4	-1
CCOC(=O)C1CCN(C(=O)CSc2nnc(-c3ccco3)n2-c2ccccc2)CC1	11	-5	106	-5	2	2	1.4	-3	4	-5
O=S(=O)(c1ccccc1)N1CCC(O)(CSc2ccccc2)CC1	-1	-8	93	12	-5	-3	1.5	-5	-8	-2
COc1ccc(C(=O)CSc2nnc(Cc3ccccc3)o2)cc1	11	.	100	-3	7	2	-2.7	2	-12	-3
COCCN(C(=O)CSc1nnc(Nc2ccc(C)cc2)s1)c1c(N)n(CC(C)C)c(=O)[nH]c1=O	-1	1	98	1	3	1	-3.1	-6	4	-3
N#Cc1c(NC(=O)CN2CCN(S(=O)(=O)c3ccc4c(c3)OCCO4)CC2)sc2c1CCC2	22	-5	91	-1	-2	0	0.3	4	-4	-1
CC(C)(C)c1ccc(C(CC(=O)O)NC(=O)CCCc2ccccc2)cc1 (centres undefined)	-5	-4	100	4	0	1	-3.2	-3	11	1
COc1ccc(-c2[nH]ncc2CN(C)Cc2c(C)n[nH]c2C)c(OC)c1	14	2	99	0	3	0	1.2	0	15	-1
C=CCn1c(=O)c2ccc(C(=O)NCc3ccccc3)cc2n(Cc2cccc(Cl)c2)c1=O	-30	-7	100	-7	3	-10	9.5*	11	-13	3
CCCN[C@H]1CCc2nc(N)sc2C1	-1	-5	100	3	60*	-4	1.1	-1	13	-6
COc1ccc(CN(C)CC2CCCN(CCc3ccc(F)cc3)C2)c(OC)c1OC (centres undefined)	-5	-2	99	3	-6	-2	1.9	11	1	70*
CCc1nc(N2CCC3(CC2)OCCO3)c2nnn(Cc3ccccc3Cl)c2n1	-6	.	114	-4	3	0	-1.7	-3	5	-1
COc1ccc(C(=O)CNc2ccccc2CO)cc1	10	-2	95	-1	-5	0	-0.8	3	9	2
Cc1nnc(SCC(=O)Nc2ccccc2F)n(N)c1=O	1	-2	99	1	4	.	-2.2	10	0	7
COc1cccc2cc(C(=O)Oc3ccc(NC(C)=O)cc3)c(=O)oc12	-6	-3	101	12	-2	-2	-2.4	-2	11	0
COc1ccccc1NC(=O)C(C)OC(=O)Cc1n[nH]c(=O)c2ccccc12 (centres undefined)	2	-6	99	2	5	0	-0.5	4	66*	-2
CC(=O)Oc1c(C)cc(Cl)cc1C(=O)Nc1ccc([N+](=O)[O-])cc1Cl	17	-2	103	-2	0	-9	-0.6	2	-28	27
Cc1ccc(C(=O)NNC(=O)CCN2C(=O)C3CCCCC3C2=O)cc1 (centres undefined)	0	-5	105	-2	10	4	-0.8	-1	2	-1
O=C(/C=C/c1ccc(OC(F)F)cc1)OCC(=O)N1CCN(C(=O)c2ccco2)CC1	14	-3	100	3	4	-1	-1.0	-2	-10	13
COc1cccc(C=O)c1OCCN1C(=O)c2ccccc2C1=O	9	-3	98	6	10	1	0.2	-8	12	7
CC1CCCC(NC(=O)COC(=O)/C=C/c2ccc([N+](=O)[O-])cc2)C1C (centres undefined)	5	-3	97	-8	-5	-4	-1.7	-8	2	-9
O=C(c1ccsc1)N1CCCC(N2CCN(c3cccc(Cl)c3)CC2)C1 (centres undefined)	4	-5	104	-1	-7	-1	-2.7	-9	-1	-2
O=S(=O)(Nc1ncn[nH]1)c1ccc(Cl)cc1	4	-3	94	-5	-3	1	-0.8	-1	5	-1
COc1ccc(C(C)(NC(C)=O)c2nc(-c3cccc(C(=O)O)c3)cs2)cc1 (centres undefined)	1	-5	88	-3	4	1	1.4	-3	-4	8
C/C(Cn1nc([N+](=O)[O-])cc1C)=N\NC(=O)COc1c(Cl)cc(Cl)cc1Cl	-2	-9	100	-10	-1	0	-0.4	-8	-4	3
COc1cccc(C(=O)NCCS(=O)(=O)N2CCOCC2)c1	3	-7	93	7	-2	3	-1.4	-4	3	-5
c1ccc(CCN2CN=C(Nc3nc4ccccc4s3)NC2)cc1	-5	2	99	-2	5	2	-1.0	-7	-2	-4
O[C@H]1C[C@H](c2ccccc2)N(Cc2cccs2)C[C@@H]1n1cc(C2CC2)nn1	2	-5	99	-3	5	9	2.0	9	-1	6
COc1ccc(NS(=O)(=O)c2cccc(C(=O)NNC(=O)c3ccc(O)c(Cl)c3)c2)cc1	-3	-6	87	7	1	0	-0.8	2	4	-1
COCC(C)NC(=O)COc1nncc2ccccc12 (centres undefined)	5	-2	100	-1	0	3	-1.4	-1	2	2
Cn1c(CCNC(=O)c2ccco2)nc2ccccc21	16	-6	95	-9	2	2	-1.6	-5	4	-5
COc1ccc(NC(=O)COC(=O)/C=C/c2ccccc2[N+](=O)[O-])cc1OC	3	-4	102	-2	-2	0	-1.3	3	-4	?
CC1CCCC(NC(=O)C2CCN(S(=O)(=O)N3CCC4(CC3)OCCO4)CC2)C1C (centres undefined)	6	-5	98	-7	-5	2	-0.9	-3	3	0
CCOC(=O)c1c(S(=O)(=O)N(C)C2CCCCC2)c(C)n(C)c1C	6	-6	100	1	-1	-3	-0.3	-5	-2	2
O=C(CSc1nnc2ccccn12)Nc1ccccc1C(=O)NC1CC1	5	-4	98	0	3	-1	0.9	-1	4	-4
COc1cc(C(=O)c2cocc2C(=O)c2ccc3c(c2)OCO3)cc(OC)c1OC	-23	-7	101	4	-4	16	-2.8	0	14	7
CC(C)Sc1nc2ccccc2n2cnnc12	-7	-3	95	-5	-1	3	-1.6	5	-2	-2
CC(C)(C)c1ccc(C(=O)N/C(=C/c2cccs2)C(=O)NCc2ccco2)cc1	15	-5	106	-3	-4	-1	2.0	12	10	-3
Cc1ccccc1CSc1nnc(Cn2c(=O)sc3ccccc32)n1C	6	-2	104	.	-2	0	-0.9	-4	-5	-7
Cc1ccc(OCC(=O)Nc2cc(S(=O)(=O)N3CCOCC3)ccc2Cl)c([N+](=O)[O-])n1	18	-4	100	-9	2	-1	0.1	2	2	-3
COc1cc2c(cc1OC)C(c1ccccc1)N(C(=O)CSCC(=O)O)CC2 (centres undefined)	-2	1	95	2	3	2	-1.4	3	-7	0
O=C(O)c1ccc(-n2cccc2)cc1O	3	-8	93	-9	2	0	0.2	0	-1	-1
COC(=O)c1sc(NC(=O)/C=C/c2ccc(C)cc2)nc1C	0	-5	87	-7	-2	0	0.2	-5	2	0
COc1ccccc1CC(=O)N1CCCc2cc(C)ccc21	8	-3	100	12	2	-2	-0.4	-2	6	-3
COc1cccc(C2C(C(=O)/C=C/c3ccco3)=C(O)C(=O)N2CCN2CCOCC2)c1 (centres undefined)	6	-21	99	8	-1	3	-0.9	7	12	-2
COC(=O)CCC/C=C1\SC[C@@H](NC(=O)c2ccccc2)C1NC(C)=O (some centres undefined)	-9	-3	100	5	-5	1	0.8	10	11	-3
Cc1ccccc1C(=O)NCC(C)NC(=O)c1ccccc1C (centres undefined)	16	10	99	-6	2	0	-1.9	-7	2	9
Cc1ccc(C(=O)C(SC(C)(C)C)n2cncn2)cc1 (centres undefined)	1	-4	98	2	-4	2	-2.6	-1	-1	8
Cn1c(Cc2ccccc2)nnc1SCC(=O)Nc1ccccc1	-4	-2	95	4	-3	-1	-2.2	-2	3	-4

Shown as a hit in MC4R barr agon, among the entries above:
Molecule,MC4R antag cAMP,CaV13 ICDI inh,ABCB6 inh 2,PDI turbidity,HTR2A ag,Glyco luc inh,MC4R barr agon,ABHD5 PLIN5 PPI,Granule exo inh
C=CCn1c(=O)c2ccc(C(=O)NCc3ccccc3)cc2n(Cc2cccc(Cl)c2)c1=O,-30,-7,100,-7,3,-10,9.5*,11,3

Continuation.
SMILES	MC4R antag cAMP	CaV13 ICDI inh	ABCB6 inh 2	PDI turbidity	HTR2A ag	Glyco luc inh	MC4R barr agon	ABHD5 PLIN5 PPI	Cardio protect	Granule exo inh
CCCCC(=O)OCC(=O)Nc1ccc(SC(F)F)cc1	14	-6	101	-1	-1	2	-0.9	-8	5	-1
COc1cc(Br)cc2cc(C(=O)N3CCN(c4ccccn4)CC3)c(=O)oc12	-7	-4	91	25	2	3	-0.8	5	18	0
COC(=O)c1ccc(CSc2nc3ccccc3c(=O)n2Cc2ccco2)o1	2	.	96	8	-3	1	-1.8	3	-11	2
O=C(c1oc(=O)c2ccccc2c1-c1ccccc1)N1CCN(C2CCCCC2)CC1	2	-2	85	.	-2	-2	-0.4	-1	23	-1
O=C(c1cccc(C(F)(F)F)c1)C1CCCN(C(=O)CCCn2cncn2)C1 (centres undefined)	11	-3	97	-2	-3	0	-3.1	-4	-6	3
Cc1ccccc1CC(=O)Nc1ccc2c(c1)c(=O)n(C)n2-c1cccs1	-7	-4	93	8	-6	-2	-1.1	3	-4	7
COc1ccc(OC)c2nc(-c3ccc4c(c3)OCO4)ccc12	12	-20	93	-4	-5	-7	0.0	-3	1	7
OC(c1cc(Cl)cc(Cl)c1)c1ncc(-c2ccccc2F)[nH]1 (centres undefined)	2	-6	100	0	-2	-2	2.1	-18	-21	0
